Screening data (PubChem)
PfHsp40 rescue – restores yeast growth despite PfHsp40 toxicity. growth rescue, % at 12.5 µM. AID 504582. S. cerevisiae expressing PfHsp40, growth rescue, ATP luminescence. hit rate 0.68% among 340,000; in the data active means growth rescue above about 28%, passing the limit was not always enough;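 further: yeast W303a lacking pdr1 and pdr3 grown in galactose medium; growth measured after three days at 30 °C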
BH1578 lux ind – induces V. cholerae light production without autoinducers; V. cholerae BH1578 lux reporter, luminescence, 6 h; activation, % at 18.7 µM; hit rate 0.16% among 350,000; AID 588436; in the data active means activation mostly above about 9.7%, no sharp cut-off; further: not every result past the cut was called active; inactives centre near 0; reference of the scale not given here
MazEF act – MazEF (E. coli) toxin RNase activation. P0AE70. FAM/BHQ RNA-DNA oligo cleavage fluorescence, 5 h. activation, % at 20 µM. hit rate 0.32% among 350,000; in the data active means activation above about 50%
Target sequence (P0AE70 whole entry, looked up): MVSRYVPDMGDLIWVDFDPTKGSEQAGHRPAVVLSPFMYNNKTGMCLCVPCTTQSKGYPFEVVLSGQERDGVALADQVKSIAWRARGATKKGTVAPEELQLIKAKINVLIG
DUSP3 inh – blocks human VHR1 dual specificity phosphatase | recombinant VHR phosphatase, pNPP absorbance | P51452 | hit rate 0.52% among 290,000 | AID 1654 | inhibition, % at 13.3 µM; in the data active means inhibition above about 50%; further: some compounds called inactive have numbers as strong as hits
Target sequence (P51452 whole entry, looked up): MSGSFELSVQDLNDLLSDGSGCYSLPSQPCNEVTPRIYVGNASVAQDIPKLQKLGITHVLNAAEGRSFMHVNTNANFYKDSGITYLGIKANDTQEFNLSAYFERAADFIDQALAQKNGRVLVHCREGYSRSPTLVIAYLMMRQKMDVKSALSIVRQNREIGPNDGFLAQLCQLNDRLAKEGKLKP
Yp Topo-I inh – Y. pestis Topo-I inhibition via cleavage products | Y. pestis Topo-I cleavage product accumulation, plate reader | activity, % at 10 µM | hit rate 0.064% among 360,000; in the data active means activity above about 50%, passing the limit was not always enough; further: inactives centre near 2
TcdB inh – blocks C. difficile toxin B glycohydrolase activity | P18177 | TcdB glycohydrolase enzymatic assay, plate reader | inhibition, % at 9.99 µM | hit rate 0.24% among 350,000 | AID 652162; in the data active means inhibition above about 10%
PriA SSB inh – inhibitors of Klebsiella pneumoniae PriA binding to SSB C-terminal tail; AlphaScreen SSBct-PriA binding, biotinylated peptide; inhibition, % at 33 µM; hit rate 0.6% among 430,000; AID 1272365; in the data active means inhibition mostly above about 37%, no sharp cut-off; inactive means mostly below about 20%;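 further: plate controls were negative control peptide for no effect and reference peptide for full effect; strong numbers were not always called active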
Anthrax LF prot – blocks Bacillus anthracis lethal factor protease; P15917; multiplex microsphere protease cleavage assay, LF; inhibition, % at 10 µM; hit rate 0.12% among 360,000; AID 588501; in the data active means inhibition above about 30%; further: plate controls were buffer without enzyme for full effect and enzyme alone for no effect
Rv3671c inh – inhibits the M. tuberculosis serine protease Rv3671c | P9WHR9 | inhibition, % at 5.96 µM | hit rate 0.048% among 320,000 | AID 2606; in the data active means inhibition above about 38%;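 further: extracellular domain of Rv3671c used as enzyme; 0% = enzyme with DMSO and 100% = no enzyme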
Target sequence (P9WHR9 whole entry, looked up, the tested form may be a part): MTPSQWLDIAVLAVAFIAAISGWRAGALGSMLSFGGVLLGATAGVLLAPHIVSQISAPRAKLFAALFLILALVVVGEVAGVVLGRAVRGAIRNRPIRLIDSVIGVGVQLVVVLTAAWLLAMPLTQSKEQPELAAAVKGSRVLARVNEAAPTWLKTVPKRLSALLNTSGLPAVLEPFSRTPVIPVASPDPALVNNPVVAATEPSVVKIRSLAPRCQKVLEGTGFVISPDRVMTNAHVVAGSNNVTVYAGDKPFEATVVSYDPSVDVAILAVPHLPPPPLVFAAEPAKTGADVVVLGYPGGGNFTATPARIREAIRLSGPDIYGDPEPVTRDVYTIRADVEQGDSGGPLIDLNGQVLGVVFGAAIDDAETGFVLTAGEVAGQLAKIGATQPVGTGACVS
3CLpro inhibitor – SARS-CoV 3CLpro protease inhibition; P0C6X7; recombinant SARS-CoV 3CLpro, quenched FRET peptide cleavage; inhibition, % at 6 µM; hit rate 0.14% among 290,000; AID 1706; in the data active means inhibition above about 12%
Active calls of the source: *; i = inactive; x = no result given.

Values run as follows: Anthrax LF prot, BH1578 lux ind, Yp Topo-I inh, PriA SSB inh, PfHsp40 rescue, Rv3671c inh, DUSP3 inh, 3CLpro inhibitor, MazEF act, TcdB inh
Cc1cc2ccccc2c(=O)n1CC(=O)NCC(=O)N1CCN(c2ccccc2)CC1
→ -3, i, -8, -2, 0.0, -2, 2, 3, 3, x
Cc1ccc(C(=O)NCC(=O)OCC(=O)N2CCCc3ccccc32)cc1
→ 0, i, -2, 0, -0.3, -8, -6, -4, 0, x
Cc1cc(NC(=O)CCCN2C(=O)/C(=C/c3ccccc3Cl)SC2=S)no1
→ -6, i, 13, -3, 8.4, 3, 10, 0, -7, -2.9
CCN(CC)S(=O)(=O)c1ccc(C)c(N=C=S)c1
→ -2, 1.1, 9, 0, -0.5, 7, 18, 4, -5, 0.1
CCOC(=O)C1(Cc2ccccc2C)CCCN(C(=O)c2ccc3nccnc3c2)C1 (stereo not drawn)
→ -3, i, 46, -10, -0.7, 2, 19, 0, 0, 0.5
O=C(Nc1ccc(Oc2cccnc2)cc1)c1ccc([N+](=O)[O-])cc1
→ -2, -0.3, -8, -10, -0.4, -8, 12, 1, -10, 0.7
Cc1ccc(Cn2c(C)c(C(=O)NCC(C)C)sc2=O)cc1
→ -10, i, 0, x, x, x, x, x, x, -0.7
CC(C)NC(=S)N1CCn2c(nc3ccccc32)C1
→ -2, 3.1, 6, -10, 2.0, 7, -2, 0, 7, -0.1
CC(C)(C)N(Cc1ccccc1)C(=O)COC(=O)CCN1C(=O)C2CC=CCC2C1=O (stereo not drawn)
→ -1, -0.9, 22, 0, -0.2, x, x, x, -2, 1.5
CCSc1nnc(NC(=O)c2cc(-c3ccc(C)c(C)c3O)n[nH]2)s1
→ -2, -0.5, 0, 5, 3.0, x, 18, -3, 0, 0.1
CC(C)C(=O)Nc1ccc(N2CCN(S(C)(=O)=O)CC2)cc1
→ 0, -14, 3, -16, 0.1, -1, 2, 1, 1, x
O=C(OCCCN=C1NS(=O)(=O)c2ccccc21)c1cccs1
→ 0, -0.2, 3, -20, 0.8, -4, -17, 0, 4, 0.2
Cc1nnc(SC2CC(=O)N(c3ccccc3)C2=O)s1 (stereo not drawn)
→ -6, i, 5, 1, -0.5, 1, 4, -5, 2, x
Cc1cc(NS(=O)(=O)c2ccc(C(C)C)cc2)no1
→ -4, -0.4, -2, -10, -0.8, 5, 4, -1, -2, -1.2
CCC(C)NC(=O)c1ccc(CSc2nc3ccncc3n2Cc2ccc(F)cc2)cc1 (stereo not drawn)
→ -4, -0.2, 13, -2, -0.4, -2, 8, -2, 6, -8.1
Cc1cc(NC(=O)CN2CCN(S(=O)(=O)c3ccc(Cl)cc3)CC2)no1
→ 0, i, 8, 6, 0.2, -7, 15, -4, -3, x
Cc1ccc(NC(=O)CN(C)C(=O)c2ccc(NS(=O)(=O)c3cccc([N+](=O)[O-])c3)cc2)cc1
→ -5, i, 0, 4, -0.4, -5, x, x, 0, 0.9
Cc1ccc(NC(=O)C(C)N2C(=O)c3ccccc3C2=O)cc1S(=O)(=O)N1CCOCC1 (stereo not drawn)
→ -4, i, -5, 7, -1.0, x, 10, 2, 2, 1.5
Cc1cc(NC(=O)c2ccco2)ccc1NC(=O)Cc1cccs1
→ -4, i, 5, -25, -0.6, 2, 22, -4, 6, x
COc1ccc(C(=O)NCC(=O)NCC(=O)OCc2ccc(Cl)cc2)cc1
→ -3, i, 4, -3, -0.2, 2, -20, 3, 6, 0.6
CCOc1ccccc1NC(=O)Nc1ccc(Br)cn1
→ -1, 0.6, 4, -6, -0.5, -4, 31, -2, -6, 0.5
CN1C(=O)N(C)C2C1NC(=O)N2C (stereo not drawn)
→ -11, 5.3, 3, -1, 2.7, -5, -2, 1, -3, x
C/C(=N\NC(=O)Cc1ccc([N+](=O)[O-])cc1)c1cccnc1
→ -3, i, 3, x, -1.8, x, 10, -2, 7, 0.7
COc1ccccc1N(CC(=O)N1CCN(c2ccc(F)cc2)CC1)S(=O)(=O)c1ccc(C)cc1
→ 1, x, 5, 0, 0.7, -6, 34, 0, 3, 2.1
CCOc1ccc(N2CC(C(=O)NCCN3C(=O)S/C(=C\c4cccnc4)C3=O)CC2=O)cc1 (stereo not drawn)
→ -2, i, -6, -4, 0.1, 4, 13, 4, 10, -2.7
CN(c1ccccc1)S(=O)(=O)c1ccc2[nH]c(=O)[nH]c2c1
→ -1, i, 1, -16, 0.8, -16, 1, 0, 6, 0.0
Cn1c(-c2cccc3ccccc23)n[nH]c1=S
→ -1, -0.3, 0, -3, -1.7, -6, 3, -4, 3, x
O=C(O)c1cc2ccccc2c2cc(Br)ccc12
→ -12, -0.6, 6, -24, -1.2, -4, 32, 1, 7, 1.1
O=C(CCCCCBr)N1CCC(CC2CC(c3ccc(Cl)cc3)=NO2)(C(=O)NCC2CCCCC2)CC1 (stereo not drawn)
→ 0, i, 14, 4, 3.0, 9, 13, -5, 5, 0.4
COc1cccc(C2=CC(=O)C[C@H](c3ccc(F)cc3)C2)c1
→ -2, 2.4, -8, -41, 9.8, -10, x, x, -4, -0.2

Other entries follow:
Values run as follows: Anthrax LF prot, BH1578 lux ind, Yp Topo-I inh, PriA SSB inh, PfHsp40 rescue, Rv3671c inh, DUSP3 inh, 3CLpro inhibitor, MazEF act, TcdB inh
CCCNC(=O)C(Cc1ccccc1F)NC(=O)c1ccccn1 (stereo not drawn)
→ -5, i, 7, -8, -1.0, 2, x, x, 3, 0.5
CCOC(=O)Cc1cc(OC)c(OC)cc1Cc1cc(OC)c(OC)cc1CC(=O)OCC
→ 3, -1.4, 11, -6, 1.1, 9, 7, 1, 2, x
O=S(=O)(c1cccc2cccc(Cl)c12)N1CCCC1
→ 4, i, 3, -2, -0.3, 1, 15, -1, 1, 5.3
COc1ccccc1C(C)NCC(=O)Nc1ccccc1C(F)(F)F (stereo not drawn)
→ 0, -0.2, 22, -10, -1.2, -8, -4, 2, -7, -0.5
CC1(Cc2cc(Cl)ccc2C(F)(F)F)C(=O)Nc2cc(-c3ccccc3Cl)ccc21 (stereo not drawn)
→ 3, i, 8, x, x, x, x, x, x, 0.5
Cc1ccc(CNS(=O)(=O)c2cc(F)ccc2CN2C(=O)c3cccnc3C2=O)o1
→ 1, i, -3, 3, -0.4, 4, 38, 1, 11, 1.9
CC(=O)Cc1nsc(NC(=O)c2ccc(COc3ccc(C)cc3)o2)n1
→ 4, -0.4, 2, 0, -1.3, -3, 14, -4, 0, x
CCn1ccnc1CNC(=O)CC1C(=O)NCCN1CCCc1ccccc1 (stereo not drawn)
→ -1, x, -1, 10, -0.4, -3, 10, -1, 3, 1.0
COc1ccccc1CN1Cc2cccc3c2[C@@H](CC1=O)[C@H](O)[C@H](O)C3
→ 0, 0.4, 0, -2, -0.3, -4, x, x, 1, -10
CCCC1=[N+](CC(=O)c2ccc(Br)cc2)CCn2cccc21
→ x, -1.0, -12, 3, -0.7, -8, 25, 0, 12, 0.1
CCOc1ccc(OCC)c(NC(=O)CSc2nc3ccccc3c(=O)n2C)c1
→ 0, i, -4, -7, -1.4, -3, 14, -1, 7, x
N#Cc1ncc(C(F)(F)F)cc1Sc1ccc(N)cc1
→ -2, 2.8, 6, -9, 4.5, 4, 16, 1, 4, x
CCn1c(=O)c([N+](=O)[O-])c(NCCN(C)C)c2ccccc21
→ -1, -0.5, -11, -6, -1.2, 5, 4, -1, 9, -4.5
C=CCNC(=O)C(C)Sc1ccc(Cl)cc1 (stereo not drawn)
→ -4, -1.4, 0, -15, 0.8, -3, 1, 6, -7, x
CC1CCCN(CCCNC(=O)C2CC(=O)N(CCc3ccccc3)C2)C1 (stereo not drawn)
→ 0, -0.2, 3, -1, -1.3, -10, 93, -4, 6, -4.2
CN(C)C(=O)CSc1nc2ccccc2c(=O)[nH]1
→ 1, 0.6, -5, 3, -0.3, 4, 7, -5, 0, x
O=C(Nc1cccnc1)C1(F)C(F)(F)C(F)(F)C(F)(F)C(F)(F)C1(F)F
→ -1, -0.5, 0, -17, 0.5, -4, 24, 2, -4, x
O=C(COC(=O)c1cc(=O)[nH]c2ccccc12)NCc1cccs1
→ -2, -0.5, 2, -7, 0.1, 6, 4, 1, -9, -0.1
CCn1c(C)nc2cc(C(=O)N/N=C/c3cccc(OC)c3O)ccc21
→ -2, -0.3, 10, x, 2.4, 18, 6, -7, -3, -23
Cc1cc(C(=O)NC2CCCc3c2cnn3-c2cccc(C)c2C)n(C)n1 (stereo not drawn)
→ -2, 0.2, -3, -9, 0.1, 6, 36, 8, 1, 2.4
O=C(CSc1nnc(-c2ccco2)n1CC1CCCO1)c1ccccc1 (stereo not drawn)
→ 6, x, 12, -8, -0.6, -5, 4, 2, 0, x
Cc1ccccc1CN1CCN(C(=O)c2cccc(F)c2)CC1
→ -3, -1.8, 16, 12, -0.4, 1, 7, -3, -3, x

Another view of part of the listing above:
| molecule | Anthrax LF prot | BH1578 lux ind | Yp Topo-I inh | PriA SSB inh | PfHsp40 rescue | Rv3671c inh | DUSP3 inh | 3CLpro inhibitor | MazEF act | TcdB inh |
| --- | --- | --- | --- | --- | --- | --- | --- | --- | --- | --- |
| O=S(=O)(c1cccc2cccc(Cl)c12)N1CCCC1 | 4 | i | 3 | -2 | -0.3 | 1 | 15 | -1 | 1 | 5.3 |
| COc1ccccc1C(C)NCC(=O)Nc1ccccc1C(F)(F)F (stereo not drawn) | 0 | -0.2 | 22 | -10 | -1.2 | -8 | -4 | 2 | -7 | -0.5 |
| CC1(Cc2cc(Cl)ccc2C(F)(F)F)C(=O)Nc2cc(-c3ccccc3Cl)ccc21 (stereo not drawn) | 3 | i | 8 | x | x | x | x | x | x | 0.5 |
| Cc1ccc(CNS(=O)(=O)c2cc(F)ccc2CN2C(=O)c3cccnc3C2=O)o1 | 1 | i | -3 | 3 | -0.4 | 4 | 38 | 1 | 11 | 1.9 |
| CC(=O)Cc1nsc(NC(=O)c2ccc(COc3ccc(C)cc3)o2)n1 | 4 | -0.4 | 2 | 0 | -1.3 | -3 | 14 | -4 | 0 | x |
| CCn1ccnc1CNC(=O)CC1C(=O)NCCN1CCCc1ccccc1 (stereo not drawn) | -1 | x | -1 | 10 | -0.4 | -3 | 10 | -1 | 3 | 1.0 |
| COc1ccccc1CN1Cc2cccc3c2[C@@H](CC1=O)[C@H](O)[C@H](O)C3 | 0 | 0.4 | 0 | -2 | -0.3 | -4 | x | x | 1 | -10 |
| CCCC1=[N+](CC(=O)c2ccc(Br)cc2)CCn2cccc21 | x | -1.0 | -12 | 3 | -0.7 | -8 | 25 | 0 | 12 | 0.1 |
| CCOc1ccc(OCC)c(NC(=O)CSc2nc3ccccc3c(=O)n2C)c1 | 0 | i | -4 | -7 | -1.4 | -3 | 14 | -1 | 7 | x |
| N#Cc1ncc(C(F)(F)F)cc1Sc1ccc(N)cc1 | -2 | 2.8 | 6 | -9 | 4.5 | 4 | 16 | 1 | 4 | x |
| CCn1c(=O)c([N+](=O)[O-])c(NCCN(C)C)c2ccccc21 | -1 | -0.5 | -11 | -6 | -1.2 | 5 | 4 | -1 | 9 | -4.5 |
| C=CCNC(=O)C(C)Sc1ccc(Cl)cc1 (stereo not drawn) | -4 | -1.4 | 0 | -15 | 0.8 | -3 | 1 | 6 | -7 | x |
| CC1CCCN(CCCNC(=O)C2CC(=O)N(CCc3ccccc3)C2)C1 (stereo not drawn) | 0 | -0.2 | 3 | -1 | -1.3 | -10 | 93 | -4 | 6 | -4.2 |

The list is partial; the hit share may differ from the screen's.
